# GPR35 antagonists: inhibition of zaprinast-stimulated GPR35 beta-arrestin translocation – imaging, U2OS, beta-arrestin-GFP, zaprinast agonist, primary screen (AID 2058); U2OS GPR35 beta-arrestin-GFP translocation imaging, zaprinast antagonism; higher % means a stronger effect; inhibition, % at 10 µM, or IC50 in µM where a hit was titrated; 290,000 compounds, 0.052% hits;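 active means inhibition of at least 50% with at least 30 cells and total cytoplasm GFP at most 10,000,000; inconclusive means under 30 cells or total GFP of 10,000,000 plus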
# Dengue-2 NS5 capping: Dengue-2 NS5 methyltransferase inhibitors, primary screen, biochemical, confirmation dose response (AID 588689). 340,000 compounds, 0.3% hits. Dengue-2 NS5 methyltransferase capping enzyme assay, biochemical; higher % means a stronger effect. one-dose inhibition, % at 25 µM; IC50 in µM for titrated hits; in the data active means a potency from the dose series; inconclusive means inhibition above about 29% without an active follow-up result
# SV40 large T antigen: TAg ATPase/helicase activity blockers – biochemical (AID 1903); SV40 large T antigen ATPase/helicase inhibition assay; higher % means a stronger effect; inhibition, % at 20 µM; hits with a dose series show IC50 in µM; 310,000 compounds, 0.39% hits; in the data active means a potency from the dose series; inconclusive means inhibition mostly from about 32% at the one dose, without a potency; inactive means the rest, 99 in 100 with inhibition below about 32%; further: strong numbers were not always called active
# West Nile virus CPE: inhibition of WNV-induced cytopathic effect – cell-based, CPE readout (AID 1621); West Nile virus-infected cells, CPE inhibition; higher % means a stronger effect; CPE inhibition, % at 10 µM, or IC50 in µM where a hit was titrated; 290,000 compounds, 0.02% hits; in the data active means a potency from the dose series; inconclusive means CPE inhibition mostly from about 3.7% at the one dose, without a potency; inactive means the rest, 99 in 100 with CPE inhibition below about 2.2%; further: strong numbers were not always called active
# PhoP inhibition: inhibitors of PhoP regulon expression, primary screen, Salmonella Typhimurium, GFP reporter (AID 1863); inhibition, % at 50 µM, or IC50 in µM where a hit was titrated; S. Typhimurium PhoP-regulated promoter GFP reporter, 4 h; higher % means a stronger effect; 300,000 compounds, 0.16% hits;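 active means inhibition over 29.93%, a cutoff 3 SD above the screen mean, later confirmed by dose response; inconclusive means inhibition over 29.93% but no dose response follow-up; inactive means inhibition at most 29.93% or unconfirmed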;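 further: 0% = low Mg2+ inducing control and 100% = high Mg2+ repressing control; strong numbers were not always called active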
# RSV CPE inhibition: inhibition of RSV-induced cytopathic effect – HEp-2 cells, primary 10 µM value included (AID 2391); HEp-2 cells, RSV-induced CPE inhibition; higher % means a stronger effect; CPE inhibition, % at 10 µM; hits with a dose series show IC50 in µM; 310,000 compounds, 0.13% hits; in the data active means a potency from the dose series; inconclusive means CPE inhibition mostly from about 23% at the one dose, without a potency; inactive means the rest, 99 in 100 with CPE inhibition below about 21%; further: strong numbers were not always called active
# LYP phosphatase: PTPN22 lymphoid phosphatase activity blockers – biochemical, fluorescence intensity, uHTS (AID 1779); recombinant LYP phosphatase, fluorescence intensity; higher % means a stronger effect; one-dose inhibition, % at 11.5 µM; IC50 in µM for titrated hits; 290,000 compounds, 0.054% hits; in the data active means inhibition above about 50%;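 further: plate controls were vehicle with enzyme for no effect and no enzyme for full effect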
# ER stress rescue: rescue of cells from ER stress-induced death, primary screen, 384-well, CSM14.1, thapsigargin, ATP luminescence (AID 1222). CSM14.1 thapsigargin-induced death rescue, ATP luminescence; higher % means a stronger effect. cellular ATP content (survival), % at 20 µM, or EC50 in µM where a hit was titrated. 190,000 tested, under 10 active;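 active means EC50 below 50 µM in the dose-response confirmation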;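 further: death triggered by thapsigargin at about 15 µM added after 2 h compound pretreatment; cell ATP read after overnight thapsigargin exposure of roughly 18 to 22 hours; normalized against plate controls of thapsigargin alone and 5% DMSO vehicle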
# Rac1 GTP hydrolysis: MgcRacGAP GTPase-activating activity inhibitors, confirmation, biochemical, ADP Hunter fluorescence; MgcRacGAP-stimulated Rac1 GTP hydrolysis, ADP Hunter fluorescence; higher % means a stronger effect; GST-tagged Rac1 F28L mutant substrate; AID 624330; 340,000 compounds, 0.6% hits; one-dose inhibition, % at 30 µM; IC50 in µM for titrated hits;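 active means first-screen hits whose inhibition reached a set limit at any dose in the follow-up dose series; inconclusive means inhibition above the set first-screen limit but never retested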;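 further: fluorescence reports GDP produced by GAP-driven GTP hydrolysis; strong numbers were not always called active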
# Dengue-2 NS5 capping pilot replicate: second read-out of Dengue-2 NS5 capping, no call of its own (marks repeat the call); inhibition, %; measured here: pilot screen replicate inhibition
# Active calls of the source: *; u = inconclusive; x = not tested or not shown.
SMILES,GPR35 antagonists,Dengue-2 NS5 capping,SV40 large T antigen,West Nile virus CPE,PhoP inhibition,RSV CPE inhibition,LYP phosphatase,ER stress rescue,Rac1 GTP hydrolysis,others
O=C(c1cccs1)N1CCC(c2nc3c(nnn3Cc3ccccc3)c(=O)[nH]2)CC1,6%,2%,-2%,0.1%,-8%,-2.4%,-4%,1.7%,0%,
CCSc1nc(=S)cc(C)[nH]1,5%,-18%,7%,0.9%,-8%,-0.2%,1%,x,17%,
Cc1ccc(C(=O)NC(Cc2c[nH]c3ccccc23)C(=O)O)o1 (stereo not drawn),12%,5%,3%,0.1%,-8%,-0.2%,1%,x,-7%,
COc1ccc(S(=O)(=O)N2CCC(C(=O)N3CCN(C)CC3)CC2)cc1OC,0%,-2%,9%,0.1%,-4%,0.3%,-3%,x,5%,
CCCn1nc(C(=O)OCC(=O)c2ccccc2)c2ccccc2c1=O,-4%,-6%,23%,0.0%,-6%,0.9%,2%,-0.9%,-4%,
Cc1ccc(CNC(=O)c2cccnc2Cl)cc1,-7%,12%,-292%,-0.6%,1%,-0.3%,-1%,-0.5%,6%,
CC(C)(C)c1ccc(C(=O)N/C(=C\c2ccco2)C(=O)O)cc1,6%,5%,19%,1.0%,7%,-0.9%,1%,-0.9%,4%,
Nc1cccc(NC(=O)c2ccco2)c1,12%,-10%,27%,0.2%,10%,-2.2%,-12%,x,4%,
CCn1c(C(=O)N2CCc3ccccc3C2)cc2sccc21,1%,0%,22%,-0.2%,3%,11%,-9%,2.4%,5%,
C/C(=N\Nc1cc(N2CCCCC2)nc(C)n1)c1ccc(Br)cc1,15%,-14%,4%,0.1%,11%,0.1%,-12%,x,4%,
O=C(COc1ccccc1)Nc1ccc(S(=O)(=O)NCc2ccco2)cc1,-6%,-1%,1%,0.1%,0%,3.2%,8%,-1.9%,5%,Dengue-2 NS5 capping pilot replicate=-0.9
CCOC(=O)C1C(=O)NC(c2ccccc2)=NC1c1ccc(OC)cc1 (stereo not drawn),0%,-3%,8%,-0.3%,6%,0.9%,-4%,2.8%,11%,
CC(C)(C)c1cnnn1-c1ccc(-c2csc(N)n2)cc1,19%,-4%,0%,-1.0%,6%,5.2%,-1%,-2.5%,18%,
CC(=O)c1ccc(NC(=O)C(Cc2ccccc2)NC(=O)c2ccco2)cc1 (stereo not drawn),19%,1%,4%,-0.1%,0%,1.0%,-4%,-1.3%,9%,
CCOC(=O)c1sc(N2N=C(C)/C(=C\c3ccc(OCC(=O)OC)cc3)C2=O)nc1C,-7%,91µM*,28%,0.0%,5%,1.1%,5%,-2.1%,22%,
O=C(CCCOc1ccc(Cl)cc1Cl)N1CCCc2ccccc21,-4%,-8%,12%,0.0%,-1%,3.6%,7%,0.6%,11%,
Cc1nnsc1C(=O)N/N=C/c1ccccc1Cl,-2%,2%,5%,-0.2%,-5%,u,-3%,x,14%,
Cc1c(Cl)cccc1NC(=O)CNc1cccc(C(F)(F)F)c1,-7%,-2%,u,-1.2%,-7%,7.1%,-3%,-1.5%,-11%,
CC1CCCCN1CCNC(=O)CN1C(=O)CSc2ccc(S(=O)(=O)N3CCCCC3)cc21 (stereo not drawn),5%,-4%,5%,-0.3%,5%,x,-6%,x,11%,
O=C(/C=C/c1ccccc1)NCCS(=O)(=O)N1CCN(c2ccccc2F)CC1,x,-6%,5%,x,-5%,2.9%,x,x,0%,
O=S(=O)(NC1CC1)c1ccc(Cl)cc1F,7%,-11%,5%,0.8%,3%,2.3%,-11%,x,5%,
CCN(CC)C(C)C#CCC(c1ccccc1)c1ccccc1 (stereo not drawn),5%,x,x,-0.8%,-2%,x,-7%,x,x,
COc1ccc(Cc2nc(-c3ccc(Br)cc3)no2)cc1,-16%,-1%,7%,-0.7%,0%,2.8%,-1%,1.9%,4%,
CN(CC(=O)Nc1c(Cl)cccc1Cl)C(=O)c1cccn1C,15%,-4%,13%,-0.3%,-9%,0.6%,-11%,x,8%,
CC(=O)Nc1ccc(OCC(O)Cn2c(C(C)C)nc3ccccc32)cc1 (stereo not drawn),15%,-10%,4%,-0.1%,10%,1.0%,-8%,0.1%,-5%,

# Next compounds:
SMILES,GPR35 antagonists,Dengue-2 NS5 capping,SV40 large T antigen,West Nile virus CPE,PhoP inhibition,RSV CPE inhibition,LYP phosphatase,ER stress rescue,Rac1 GTP hydrolysis,others
Cc1ccc(C)c2[nH]c(=O)c(CCNC(=O)CCc3ccccc3)cc12,13%,0%,x,-0.8%,x,1.1%,-11%,x,-1%,
CC(=O)c1cc2c(cc1NS(=O)(=O)c1cccc(C(=O)O)c1)OCO2,-5%,-1%,10%,-0.5%,-7%,2.9%,-2%,x,0%,
COc1ccc(/C=N/n2c(-c3n[nH]c4c3CCC4)n[nH]c2=S)c(OC)c1OC,-16%,5%,17%,-0.1%,1%,x,2%,x,70µM*,
COc1ccc(CNC(=O)CN(C)Cc2ccccc2F)cc1OC,-5%,5%,13%,-0.5%,3%,2.3%,-6%,x,3%,
O=S1(=O)N=C(N/N=C/c2cccs2)c2ccccc21,-9%,-5%,6%,1.1%,1%,0.6%,1%,x,13%,
Cc1cc(C)cc(NC2=C(N)C(=O)c3ccccc3C2=O)c1,-3%,13%,3%,-0.5%,3%,0.5%,-9%,x,11%,
O=C(Nc1ccccc1Br)C1CCC(=O)N1Cc1ccccc1Cl (stereo not drawn),4%,-9%,5%,-0.4%,-3%,-0.1%,-3%,-2.5%,4%,
CCCc1cc2c(c(NC(C)=O)n1)c(=O)oc1ccccc12,-12%,-7%,12%,0.0%,0%,x,-4%,-1.7%,3%,
COc1ccc(OCC(=O)Nc2ccc(N3CCC(C)CC3)cc2)cc1,2%,2%,10%,2.9%,3%,-1.9%,-1%,-0.9%,7%,
O=C(Nc1cccc(Cl)c1)C1CCN(C(=O)c2cccs2)CC1,16%,2%,5%,-1.1%,3%,2.5%,-10%,x,3%,
COc1ccccc1N1CCN(C(=O)CNS(=O)(=O)c2ccc(Br)s2)CC1,7%,1%,8%,-0.3%,-12%,5.3%,-2%,x,5%,
CN(C)C(=N)c1n[nH]nc1SCc1ccccc1,-1%,0%,7%,-0.2%,10%,-0.8%,-5%,0.4%,-2%,
CCOC(=O)CSc1nc2c(sc(=S)n2CCc2ccccc2)c(=O)n1Cc1ccco1,-12%,-2%,3%,1.5%,-12%,1.4%,4%,-1.6%,8%,
COc1ccc(CC(=O)OCC(=O)Nc2ccc(Br)cc2)cc1,4%,-2%,2%,0.0%,0%,2.2%,5%,-0.4%,5%,
Cc1ccc(C(=O)OCC(=O)NNC(=O)c2cccs2)c(O)c1,x,-4%,7%,x,-11%,-1.1%,x,x,4%,
CSc1ccccc1-c1nnc(-c2ccc(Cl)c(Cl)c2)o1,15%,-8%,-2%,-0.1%,-1%,0.8%,-11%,-0.7%,4%,
Cc1ccccc1C(=O)NC(=S)Nc1ccccc1C(=O)O,-3%,x,7%,0.8%,-10%,-1.5%,2%,-1.6%,10%,
N/C(=N\OC(=O)COc1ccc2ccccc2c1Br)c1ccccn1,-3%,-3%,12%,-1.2%,3%,1.9%,0%,-1.8%,7%,
COc1ccccc1NC(=O)CNS(=O)(=O)c1ccccc1,14%,-3%,1%,-0.1%,6%,1.7%,-4%,-3.0%,1%,
COc1ccccc1C(=O)NC(=O)COC(=O)Cc1n[nH]c(=O)c2ccccc12,x,4%,4%,x,4%,-2.4%,x,x,2%,
Cc1ccc(NC(=O)Cn2nnc(C(=O)NCc3cccs3)c2N)cc1Cl,-6%,-5%,5%,0.2%,-1%,0.8%,-15%,x,12%,
O=[N+]([O-])c1ccc(-c2cn3nc(-c4ccccc4)c(-c4ccccc4)nc3n2)cc1,-22%,x,5%,0.1%,-19%,0.4%,-5%,x,x,
NC1=NN=C(c2ccc3c(c2)OCCO3)CS1,2%,-4%,3%,-0.1%,-9%,5.7%,2%,-4.1%,15%,
CC(=O)Nc1ccc(NS(=O)(=O)c2ccc(Cl)s2)cc1,0%,-6%,12%,0.4%,9%,0.9%,-8%,0.7%,5%,
Cc1c(C(=O)OCC(=O)c2ccc3c(c2)OCCO3)oc2ccccc12,2%,-7%,7%,-0.3%,-7%,5.7%,8%,0.6%,8%,

# Continuation.
SMILES,GPR35 antagonists,Dengue-2 NS5 capping,SV40 large T antigen,West Nile virus CPE,PhoP inhibition,RSV CPE inhibition,LYP phosphatase,ER stress rescue,Rac1 GTP hydrolysis,others
N#Cc1cnn2ccn(C3OC(CO)C(O)C3O)c12 (stereo not drawn),7%,-4%,3%,-0.3%,1%,1.2%,-7%,x,0%,
COc1ccccc1-n1c(-c2ccc(NS(C)(=O)=O)cc2)n[nH]c1=S,4%,-1%,9%,0.1%,-1%,0.7%,-5%,-1.4%,20%,
CCc1nnc(SCC(=O)Nc2ccc3c(c2)OCO3)n1CC,-4%,3%,12%,-0.3%,-2%,1.0%,-13%,x,9%,
CCS(=O)(=O)NCc1cn2ccsc2n1,-3%,4%,-1%,0.0%,0%,1.2%,3%,-2.0%,11%,
CCOc1cc(CNc2cccc3ccccc23)cc(Br)c1OCC(=O)NC(C)(C)C,-16%,1%,-2%,-0.1%,0%,6.0%,2%,0.3%,4%,
Brc1cc(Br)cc(CN2CCSCC2)c1,-1%,x,1%,-0.2%,0%,1.2%,-6%,x,x,
O=C(Nc1cccc2nsnc12)c1ccc2c(c1)OCO2,-4%,-2%,2%,-0.1%,12%,0.3%,-8%,-0.6%,11%,
O=C(c1cccc2nc3ccccc3nc12)N1CCOCC1,0%,-3%,14%,0.2%,2%,-0.1%,-6%,x,4%,
COc1ccc(N(CC(O)Cn2nnc3ccccc32)S(=O)(=O)c2ccc(C)cc2)cc1 (stereo not drawn),16%,-9%,24%,-0.6%,25%,0.8%,-1%,-0.8%,-2%,
COC(=O)c1ccc(NC(=O)C(=O)c2cccn2C)cc1,18%,8%,-7%,0.1%,8%,3.1%,-1%,x,-3%,
Nc1nonc1-n1nnc(C(=O)N/N=C/c2ccccc2)c1CN1CCc2ccccc21,-6%,-3%,4%,-0.8%,16%,2.7%,-1%,x,5%,
CCOC(=O)c1ccc(CNC(=O)C(Cc2c[nH]c3ccccc23)NC(C)=O)o1 (stereo not drawn),-1%,-2%,0%,0.1%,3%,-0.4%,2%,0.1%,13%,

# Screening data deposited in PubChem by several laboratories.

# Compounds as they come; overall some 1.5% were active at least once.
